From PubChem BioAssay
NFkB transloc pot: enhances IL-1B driven NFkB nuclear translocation | HUVEC IL-1B NFkB p65 nuclear translocation imaging | activation, % at 2 µM | AID 819 | actives 0.3% (n = 94,000);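 active = activation above 40%, about the mean plus 3 SD, also judged a hit on visual image review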;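 note: percent activation is computed from the nuclear over cytoplasmic p65 intensity ratio; values of inactives mirror those of a sister screen read the other way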
Bcl-B displacement: displacers of TR3 peptide from Bcl-B, primary screen, selectivity assay for Bfl-1 inhibitor project, biochemical, fluorescence polarization | FP displacement of FITC-TR3 peptide from Bcl-B; higher % means a stronger effect | displacement, % at 20 µM; hits with a dose series show IC50 in µM | actives 0.11% (n = 96,000) | AID 748;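 active = displacement above 50% at 20 µM plus a fluorescence interference ratio under 1.5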;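 note: plate controls were wells without compound for no effect and wells lacking Bcl-B protein for full effect; a part of the inactive calls stands beside numbers as strong as those of hits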
PLAP inhibition: inhibition of human placental alkaline phosphatase – biochemical, luminescence, HTS (AID 690). purified PLAP, luminescent substrate; higher % means a stronger effect. inhibition, % at 20 µM; hits with a dose series show IC50 in µM. actives 0.08% (n = 96,000); in the data active = a potency from the dose series; inactive = the rest, 99 in 100 with inhibition below about 30%; note: strong numbers were not always called active
MRP resist rev: reverses drug resistance mediated by MRP; H69AR cells + 2 uM doxorubicin, CellTiter-Glo, 72 h; differential viability (reversal), % at 10 µM; actives 0.04% (n = 85,000); AID 602;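 active = viability drop by adding the cancer drug above about 55%, with treated viability meeting a 40% cutoff, limit read from the data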;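 note: viability without doxorubicin minus viability with 2 µM doxorubicin for each compound; larger differential means the compound sensitizes cells more to doxorubicin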
IL1B NFkB inh: blocks IL-1B driven NFkB nuclear translocation in HUVEC cells; HUVEC IL-1B NFkB p65 nuclear translocation imaging; inhibition, % at 2 µM; actives 0.43% (n = 94,000); AID 796;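 active = inhibition above about 30% together with a positive call from visual inspection of the well image, limit read from the data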;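 note: nuclear over cytoplasmic p65 intensity ratio measured by imaging; 0% = IL-1B stimulated DMSO wells and 100% = unstimulated DMSO wells; values of inactives mirror those of a sister screen read the other way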
MRP resist rev cytotoxicity: also measured in MRP resist rev; calls as there; viability, %; H69AR cells, CellTiter-Glo, 72 h; measured here: cytotoxicity without doxorubicin
MRP resist rev with doxorubicin: also measured in MRP resist rev; calls as there; viability, %; measured here: viability with 2 uM doxorubicin; active compounds read low
IL1B NFkB inh cell count 2 µM: second read-out of IL1B NFkB inh, no call of its own (marks repeat the call); cell count; measured here: cells passing quality filter;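 raw number of nuclei counted in each imaged well without normalization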
NFkB transloc pot cell count 2 µM: second read-out of NFkB transloc pot, no call of its own (marks repeat the call); cell count; measured here: cells passing quality filter
* = called active by the depositor; . = no result given. These rows are one share of the data; the hit share may differ from the screen's.

SMILES	NFkB transloc pot	NFkB transloc pot cell count 2 µM	Bcl-B displacement	PLAP inhibition	MRP resist rev	MRP resist rev cytotoxicity	MRP resist rev with doxorubicin	IL1B NFkB inh	IL1B NFkB inh cell count 2 µM
O=C(Cc1ccc(F)cc1)c1ccc(O)cc1O	3	111	26%	2%	14	100	86	-3	111
CC(C)C(CCNC(=O)CN1C(=O)c2ccccc2C1=O)c1ccco1 (stereo not drawn)	17	65	-6%	3%	6	98	92	-17	65
Cc1ccc(-c2csc3nc(C)n(-n4c(C)ccc4C)c(=O)c23)o1	-7	109	-9%	-7%	3	95	92	7	109
COCn1c(-c2ccccc2)nc2ccccc21	-7	120	-3%	16%	13	104	91	7	120
O=C(CN(C(=O)Cn1nnc(-c2ccc(F)cc2)n1)C1CCCC1)NC1CCCC1	28	196	-8%	-9%	2	87	85	-28	196
COc1ccc(OC)c(CNn2c(-c3cccc(C)c3)nc3ccccc3c2=O)c1	20	65	4%	-81%	6	85	79	-20	65
CC1=C(C#N)C(Nc2cc(C)ccn2)(C(F)(F)F)C(=O)N1 (stereo not drawn)	-5	178	-6%	-4%	1	86	85	5	178
CSCCC(N=Cc1c(O)n(-c2ccc(F)cc2)c(=O)[nH]c1=O)C(=O)O (stereo not drawn)	-1	140	-5%	-76%	1	90	89	1	140
Cc1noc2nc(-c3cccs3)cc(-c3nnc4n3CCCCC4)c12	.	.	3%	-11%	-1	83	83	.	.
CC1C/C(=N\NC(=S)NCc2ccccc2)CC(C)(C)C1 (stereo not drawn)	16	188	-6%	-2%	.	.	.	-16	188
CCOC(=O)CNc1c(-c2ccccc2)nc2ccc(Cl)cn12	5	123	10%	8%	3	85	82	-5	123
Cn1c(=O)c2c(nc(SCC(=O)N3CCc4ccccc4C3)n2C)n(C)c1=O	3	168	5%	-5%	-6	71	76	-3	168
Cc1cc(Oc2nnnn2-c2ccccc2)ccc1Cl	4	69	-19%	34%	9	94	84	-4	69
CCS(=O)(=O)N1CCN(c2cccc(C)c2C)CC1	10	67	4%	7%	20	94	74	-10	67
O=C(Nc1ccon1)c1cc2c(s1)CCCC2	6	131	0%	1%	2	88	87	-6	131
CCn1ncc(/C=N/NC(=O)c2ccc3c(c2)OCO3)c1C	1	107	-5%	2%	.	.	.	-1	107
Nc1nc(SCc2ccccc2Cl)n[nH]1	25	129	-1%	-49%	12	113	101	-25	129
CCCCCn1c(SC(C)C(C)=O)nc2c1c(=O)[nH]c(=O)n2C (stereo not drawn)	-3	154	-13%	-25%	-1	79	80	3	154
CCCc1c(CC)c(=N)c2ccccc2n1C	-3	128	2%	23%	2	79	77	3	128
O=C(COC(=O)c1cccc(S(=O)(=O)NCc2ccccc2)c1)Nc1ccccc1OC(F)F	-1	198	-3%	22%	.	.	.	1	198
COc1cc(OC)cc(C(=O)N(Cc2cc3cc(C)ccc3[nH]c2=O)C(C)C)c1	32	115	10%	-33%	-16	73	90	-32	115
CCc1nnc(NC(=O)c2ccc(S(=O)(=O)N(CCOC)CCOC)cc2)o1	7	104	-1%	-18%	-16	66	82	-7	104
COc1ccc(CCNc2oc(COc3ccccc3)nc2C#N)cc1	27	123	-15%	9%	-5	101	106	-27	123
Cc1ccc(N=Nc2c(N)n(-c3ccccc3)[nH]c2=O)cc1	5	189	-7%	23%	.	.	.	-5	189
Cc1[nH]c(=O)[nH]c1CN1CCCCC1	1	178	-3%	2%	2	97	95	-1	178
CCN1CCN(C(=O)C(NS(=O)(=O)c2ccc3nc(C)sc3c2)C(C)C)CC1 (stereo not drawn)	4	177	-4%	-27%	8	89	81	-4	177
COc1cccc(Cn2c(N)c(C#N)c3nc4ccccc4nc32)c1OC	-5	166	18%	-12%	-10	71	81	5	166
CCCCN=C1N/C(=C\c2ccco2)C(=O)N1c1ccccc1	.	.	2%	-9%	.	.	.	.	.
COCC(=O)Nc1cccc(C(F)(F)F)c1	36	178	1%	10%	7	104	97	-36	178
Cc1ccc(-n2c(C)cc(/C=N/NC(=O)CN(c3ccc(C)cc3C)S(C)(=O)=O)c2C)cc1	1	185	-4%	-49%	.	.	.	-1	185
CC(C)C(c1nnnn1Cc1ccco1)N1CCN(c2cccc(Cl)c2)CC1 (stereo not drawn)	11	167	-15%	-34%	-3	93	96	-11	167
COc1cccc(NC(=O)c2nc3nc(C)cc(C(F)F)n3n2)c1	30	71	-1%	18%	3	93	89	-30	71
CCc1ccc2c(c1)c(N=NC1=NC(=O)CS1)c(O)n2CC	-6	147	1%	-13%	.	.	.	6	147
CCCOc1ccc(C2C(C(=O)c3ccco3)=C(O)C(=O)N2CCN2CCOCC2)cc1OC (stereo not drawn)	19	123	3%	-40%	24	93	69	-19	123
COCCn1c(SCc2nc3sc(C(=O)OC)c(C)c3c(=O)[nH]2)nc2ccccc21	5	112	-103%	-7%	-2	75	77	-5	112
CCc1ccc(C(=O)COC(=O)c2ccc(-c3nnc(-c4ccccc4)o3)cc2)cc1	1	157	-4%	12%	.	.	.	-1	157
Cc1nc2ccccc2n1CC(O)COCC1CC=CCC1 (stereo not drawn)	-14	40	0%	-2%	12	85	73	14	40
COc1cc(OC)cc(C(=O)N2CCN(C3CCN(Cc4ccccc4)CC3)CC2)c1	-1	193	-2%	-83%	.	.	.	1	193
Cc1sc(-c2ccccn2)nc1OC(=O)c1ccc(Cl)c(Cl)c1	-1	115	-6%	7%	.	.	.	1	115
CC1Oc2ccccc2C=C1/C=C1/SC(N2CCOCC2)=NC1=O (stereo not drawn)	-10	128	-3%	-3%	.	.	.	10	128
COc1cccc2c3c(c(C)nc12)CC(C)O3 (stereo not drawn)	-4	141	-6%	-37%	6	92	86	4	141
CCC(CC)C(=O)c1c[nH]c(C(=O)NCCc2ccccn2)c1	-5	167	1%	4%	.	.	.	5	167
Cc1ccc(Cn2cc(SCC(=O)Nc3nccs3)c3ccccc32)cc1	10	179	-4%	14%	-5	49	54	-10	179
CCn1c(N2CCN(C(=O)C34CC5CC(CC(C5)C3)C4)CC2)nc2ccccc21	1	61	-1%	-52%	-10	55	65	-1	61
CCOCCCNC(=O)C(NC(=O)c1cnccn1)c1ccc(C)cc1 (stereo not drawn)	18	197	2%	-51%	18	99	81	-18	197
CCOC(=O)/C(=N\Nc1ccc(OC)cc1)c1csc(Nc2ccccc2)n1	25	138	-14%	-16%	-7	24	31	-25	138
CCCCN(C(=O)Cn1nnc2ccccc21)C(C(=O)NCCOC)c1cccs1 (stereo not drawn)	4	117	.	.	11	90	79	-4	117
CN1C(=O)c2cccc(NC(=O)Cc3ccccc3)c2C1=O	-4	47	7%	12%	-1	91	92	4	47
Cc1nc(Oc2ccccc2)c2oc3ccccc3c2n1	-3	165	-8%	-7%	-7	82	89	3	165
CCOC(=O)C1CCCN(C(=O)c2ccc3c(c2)NC(=O)C(N2CCOCC2)S3)C1 (stereo not drawn)	-12	103	-5%	-41%	.	.	.	12	103

Next section.
SMILES	NFkB transloc pot	NFkB transloc pot cell count 2 µM	Bcl-B displacement	PLAP inhibition	MRP resist rev	MRP resist rev cytotoxicity	MRP resist rev with doxorubicin	IL1B NFkB inh	IL1B NFkB inh cell count 2 µM
CCCCCCOC(=O)CCc1c(C)nc(N)[nH]c1=O	17	211	-8%	11%	-3	88	91	-17	211
Cc1cc(NC(=O)C2CC2)ncc1NC(=O)C12CC3CC(CC(C3)C1)C2	-9	123	-4%	1%	4	85	81	9	123
OCCNCCOc1ccccc1F	0	150	5%	12%	.	.	.	0	150
Cc1ccc(NC(=O)CNC(=O)c2ccccc2F)cc1Cl	-4	97	0%	-6%	.	.	.	4	97
O=C(Nc1ccc2nsnc2c1)NC1CCCCC1	13	148	3%	21%	.	.	.	-13	148
CC(C)(C)n1ncc2c(=O)n(CC(=O)N3CCCc4ccccc43)cnc21	8	165	-7%	-2%	-1	97	98	-8	165
CCOC(=O)c1cc(C#N)c(Oc2ccccc2OC)nc1-c1ccccc1	0	98	0%	-40%	.	.	.	0	98
Cc1cccc(N(C(=O)CNC(=O)c2ccco2)C(C(=O)NC2CCCC2)c2cccnc2)c1 (stereo not drawn)	-7	146	-6%	-30%	7	94	87	7	146
Cc1cccc(N(CC(=O)NCc2ccc3c(c2)OCO3)C(=O)CCC(=O)Nc2ccccn2)c1C	-1	164	8%	-76%	8	85	77	1	164
CCc1ccc2[nH]c(=O)c(CN(Cc3ccco3)S(=O)(=O)c3ccc4c(c3)OCCO4)cc2c1	6	175	-10%	8%	-4	23	27	-6	175

Exported as comma-separated lines: 6 of the compounds above.
smiles,NFkB transloc pot,NFkB transloc pot cell count 2 µM,Bcl-B displacement,PLAP inhibition,MRP resist rev,MRP resist rev cytotoxicity,MRP resist rev with doxorubicin,IL1B NFkB inh,IL1B NFkB inh cell count 2 µM
Cc1cc(NC(=O)C2CC2)ncc1NC(=O)C12CC3CC(CC(C3)C1)C2,-9,123,-4%,1%,4,85,81,9,123
OCCNCCOc1ccccc1F,0,150,5%,12%,.,.,.,0,150
Cc1ccc(NC(=O)CNC(=O)c2ccccc2F)cc1Cl,-4,97,0%,-6%,.,.,.,4,97
O=C(Nc1ccc2nsnc2c1)NC1CCCCC1,13,148,3%,21%,.,.,.,-13,148
CC(C)(C)n1ncc2c(=O)n(CC(=O)N3CCCc4ccccc43)cnc21,8,165,-7%,-2%,-1,97,98,-8,165
CCOC(=O)c1cc(C#N)c(Oc2ccccc2OC)nc1-c1ccccc1,0,98,0%,-40%,.,.,.,0,98

Remaining list, next part.
SMILES	NFkB transloc pot	NFkB transloc pot cell count 2 µM	Bcl-B displacement	PLAP inhibition	MRP resist rev	MRP resist rev cytotoxicity	MRP resist rev with doxorubicin	IL1B NFkB inh	IL1B NFkB inh cell count 2 µM
Cc1nn(-c2ccccc2)c(N2CCCC2)c1/C=N/O	2	204	-2%	27%	4	90	86	-2	204
O=C(NCCCCCNC(=O)c1ccco1)c1ccco1	16	174	34%	-82%	4	95	92	-16	174
CCOC(=O)c1cnc(SCC(=O)c2ccc(Cl)cc2)nc1N	4	173	2%	9%	.	.	.	-4	173
CC(C)CNC(=O)COC(=O)c1cc(Cl)cc(Cl)c1N	0	173	-13%	20%	.	.	.	0	173
O=C(CSc1ccc(Cl)cc1)N1CCN(c2ncc(C(F)(F)F)cc2Cl)CC1	1	119	-4%	-12%	.	.	.	-1	119
COC(=O)CSc1nnc(-c2ccc(S(=O)(=O)N3CCC(C)CC3)cc2)o1	-1	212	3%	10%	-8	100	108	1	212
Cc1cc(N2CCN(S(=O)(=O)c3ccc(C)c(C)c3)CC2)c2ccccc2n1	8	175	-4%	-107%	1	67	65	-8	175
Cc1ccc(C(C(=O)NC2CCCC2)N(Cc2cccnc2)C(=O)c2snc(C(N)=O)c2N)o1 (stereo not drawn)	15	170	17%	-7%	.	.	.	-15	170
Cn1c(-c2ccc(Cl)cc2)ccc(C#N)c1=O	3	101	3%	3%	.	.	.	-4	101
COc1ccc(C(C(=O)NC2CCCCC2)N(C(=O)Cc2c[nH]c3ccccc23)c2ccc(NC(C)=O)cc2)cc1OC (stereo not drawn)	-4	162	3%	-35%	.	.	.	4	162
COc1ccc(C(=O)c2nc3c(n2O)CCCCC3)cc1	21	118	3%	2%	-1	88	89	-21	118
COc1cccc(NC(=O)CN(c2ccc(C)cc2)S(=O)(=O)c2c(C)nn(C)c2C)c1	39	136	1%	-52%	-17	58	74	-39	136
Cc1ccc(NC(=O)c2csc(-c3ccccc3)c2C)cc1	.	.	-11%	14%	.	.	.	.	.
CC1CCCCN1CC(=O)Nc1sccc1C#N (stereo not drawn)	-5	151	-34%	-43%	.	.	.	5	151
Cc1cc(C)nc(/N=C(\N)Nc2cc([N+](=O)[O-])ccc2C)n1	-10	137	-3%	0%	.	.	.	10	137
O=C(CNc1ccc(Br)cc1)c1ccccc1	5	147	-2%	2%	.	.	.	-5	147
CCOc1ccc(NC(=O)C2CC(=O)N(c3cc(C)cc(C)c3)C2)cc1 (stereo not drawn)	-3	123	-5%	-8%	8	91	83	3	123
